Compound activity from PubChem.
NPR2 activator: human GC-B receptor activators, primary screen, HEK293 GC-B cells, cGMP TR-FRET, EC30 CNP. activation, % at 10 µM. AID 1920062, 2024. 370,000 compounds, 0.11% hits. 0% at EC30 CNP, 100% saturating CNP;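 active means activation at 10 µM reaching about 35% in either raw or pattern-adjusted values, limit read from the data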
HTRA1 inh: HTRA1 serine protease inhibitors, primary screen, biochemical, fluorescence polarization, HTS; 340,000 compounds, 0.5% hits; inhibition, % at 5.96 µM; recombinant HTRA1, FP-rhodamine activity-based probe; Q92743; AID 504803, 2011; in the data active means inhibition above about 36%;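 further: 0% = enzyme with DMSO and 100% = wells lacking enzyme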
MBD2 DNA inh: inhibitors of MBD2 binding to methylated DNA, primary screen, biochemical, TR-FRET, DNA-binding domain, human. MBD2 binding to methylated oligonucleotide. inhibition, % at 4.4 µM. 370,000 compounds, 0.31% hits. AID 686964, 2013; in the data active means inhibition above about 13%
NPR1 activator: GC-A stimulated cGMP production enhancers – HEK293 GC-A cells, cGMP TR-FRET, EC30 ANP, primary screen; 0% at EC30 ANP, 100% saturating ANP; activation, % at 10 µM; 370,000 compounds, 0.14% hits; AID 1671463, 2021; in the data active means activation above about 40%
mABHD4 FP: ABHD4 inhibitors, primary screen, biochemical, fluorescence polarization, mouse; purified mABHD4, FP-Rh probe fluorescence polarization; inhibition, % at 8.92 µM; 370,000 compounds, 0.54% hits;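 active means inhibition exceeding the mean over every tested compound plus 3 SD, cut at about 30% in these data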;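 further: 0% = plate median of compound wells and 100% = S159A mutant with DMSO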
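assay system = mABHD4 protein | compound dosing = single nominal dose of 8.92 µM, 0.89% DMSO final | read-out basis = percent inhibition of probe binding, normalized to plate controls | schedule = Enzyme–compound pre-incubation 45 min, then probe 60 min, both 25 °C | detection = fluorescence polarization, excitation 525 nm, emission 598 nm, BODIPY TMR filters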
rCAG binder: binders of r(CAG) RNA repeats, primary screen, biochemical, fluorescence; 370,000 compounds, 1.3% hits; inhibition, % at 3 µM; AID 651821, 2012; r(CAG) RNA repeat, TO-PRO-1 dye displacement fluorescence;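 active means inhibition above the plate cutoff, the mean of all test compounds on that plate plus 3 SD, cut at about 35% in these data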;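 further: 0% = DMSO alone and 100% = 100 µM mitoxantrone as full dye displacement; higher means more dye released from RNA so lower well fluorescence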
TCR CD3 inh: inhibitors of human TCR-CD3 interaction, primary screen, biochemical, fluorescence, TAMRA-labeled TCR probe; T-cell receptor (TCR); inhibition, % at 9.4 µM; 360,000 compounds, 0.37% hits; AID 651800, 2012; in the data active means inhibition above about 19%;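 further: recombinant mutant TCR 2C K166C tagged with TAMRA read by polarization; 0% = receptor in buffer alone and 100% = receptor with positive control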
SIAE inh: human SIAE inhibitors, primary screen, biochemical, fluorescence polarization, FP-Rh probe, 1536-well HTS; Sialate O-acetylesterase (Homo sapiens), Q9HAT2; SIAE FP-Rh probe binding; inhibition, % at 9.66 µM; 370,000 compounds, 0.69% hits;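 active means inhibition above a cutoff: mean of compounds within the control limits plus 3 SD of those, cut at about 17% in these data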;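 further: 0% = plate median of compound wells and 100% = probe without SIAE protein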
UHRF1 binding: UHRF1 methylated DNA binding inhibitors, primary screen, counter-screen for MBD2 inhibitor project, biochemical, TR-FRET, human UHRF1, single concentration | E3 ubiquitin-protein ligase UHRF1 (Homo sapiens), Q96T88 | 370,000 compounds, 0.75% hits | inhibition, % at 4.4 µM | UHRF1 binding to methylated oligo; in the data active means inhibition above about 21%;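 further: UHRF1 SRA domain binding a hemimethylated CpG hairpin DNA probe; 0% = median of test compound wells and 100% = reference inhibitor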
Target sequence (Q96T88 whole entry, looked up, the tested form may be a part): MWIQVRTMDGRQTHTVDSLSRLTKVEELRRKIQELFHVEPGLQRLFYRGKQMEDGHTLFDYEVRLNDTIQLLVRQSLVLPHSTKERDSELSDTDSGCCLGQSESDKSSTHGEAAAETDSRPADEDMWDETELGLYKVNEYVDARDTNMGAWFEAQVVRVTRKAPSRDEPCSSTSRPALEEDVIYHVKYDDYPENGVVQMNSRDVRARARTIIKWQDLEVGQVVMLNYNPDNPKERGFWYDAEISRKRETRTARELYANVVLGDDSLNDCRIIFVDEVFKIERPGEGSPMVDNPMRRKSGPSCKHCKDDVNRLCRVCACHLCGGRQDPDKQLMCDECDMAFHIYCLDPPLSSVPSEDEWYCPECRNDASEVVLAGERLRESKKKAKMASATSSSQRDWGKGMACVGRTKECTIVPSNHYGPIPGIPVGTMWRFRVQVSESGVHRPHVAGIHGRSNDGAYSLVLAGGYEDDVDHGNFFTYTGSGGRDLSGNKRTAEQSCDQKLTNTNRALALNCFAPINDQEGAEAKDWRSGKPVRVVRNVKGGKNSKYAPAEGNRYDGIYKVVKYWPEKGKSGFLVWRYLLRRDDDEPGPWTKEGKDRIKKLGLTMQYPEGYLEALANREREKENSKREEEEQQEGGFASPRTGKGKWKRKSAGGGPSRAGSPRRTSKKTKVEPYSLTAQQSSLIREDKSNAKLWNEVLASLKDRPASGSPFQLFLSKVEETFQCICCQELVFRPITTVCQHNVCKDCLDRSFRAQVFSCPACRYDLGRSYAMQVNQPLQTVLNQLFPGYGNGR
PRMT1 FP inh: PRMT1 methyltransferase inhibitors, primary screen, biochemical, fluorescence polarization. Protein arginine N-methyltransferase 1 (Homo sapiens), Q99873. recombinant PRMT1, activity-based probe fluorescence polarization. inhibition, % at 2.79 µM. 370,000 compounds, 1.3% hits;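 active means inhibition above about 21% made by adding two undisclosed values, limit read from the data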
Active calls of the source: *; . = no result given.

SMILES | NPR2 activator | HTRA1 inh | MBD2 DNA inh | NPR1 activator | mABHD4 FP | rCAG binder | TCR CD3 inh | SIAE inh | UHRF1 binding | PRMT1 FP inh
COC(=O)[C@]12C[C@H](CC(=O)NCC3CCCCC3)C(=O)N(Cc3ccc(Cl)cc3Cl)C1=C[C@H](COCc1ccccc1)O[C@@H]2C | 2 | . | -2 | 0 | -8 | 11 | . | 1 | 2 | 0
COc1ccc(-c2cc(C)no2)cc1S(=O)(=O)NCc1ccc(OC(C)C)cc1 | -2 | -6 | 1 | -3 | -3 | 1 | -3 | 0 | 3 | 1
CCC(=O)NCCn1ccc2ccccc21 | 0 | 6 | -8 | 5 | 0 | 0 | -5 | 2 | -2 | 2
COc1ccc(/C=C/S(=O)(=O)NCCc2ccccc2)c(CNC(=O)OC(C)(C)C)c1 | -2 | . | -8 | -6 | -17 | 2 | . | 12 | -3 | 0
C/C(=N\NC(=O)CSc1nc2ccccc2s1)c1cccnc1 | -1 | -18 | 0 | -7 | -10 | 3 | 7 | 0 | -1 | 0
CCNC(=O)NC(=O)COC(=O)c1cccc(S(=O)(=O)N2CC3(C)CC2CC(C)(C)C3)c1 (stereo unspecified) | 2 | -14 | -1 | -3 | -5 | -4 | -4 | -1 | 0 | -2
c1ccc(Cc2nc3ccccc3s2)cc1 | -7 | -10 | 1 | 0 | 8 | 6 | -8 | 7 | 1 | 18
CSc1nc(C)cc(OCNC(=O)c2cccs2)n1 | -6 | -3 | -3 | 0 | -1 | -3 | -3 | -2 | 2 | 0
CC(=O)Nc1ccc2c(COC(=O)[C@@H](NS(=O)(=O)c3ccc(C)cc3)C(C)C)cc(=O)oc2c1 | -1 | -8 | 3 | -9 | 0 | 8 | -8 | -5 | 3 | 5
Cc1ccc(CNC(=O)c2ccc(N3CCC4(CC3)CC(c3cccc(Br)c3)=NO4)c(NC(=O)c3ccco3)c2)cc1 | -4 | -65 | 0 | 4 | -11 | 11 | 0 | -25 | 1 | -3
CCCc1nnc(NC(=O)C(=O)NCCN(CC)CC)s1 | 6 | 0 | 1 | -4 | -2 | -1 | -3 | -1 | 0 | 3
C=CCc1cc(C)ccc1OCC(O)CN1CCN(c2ccccc2)CC1 (stereo unspecified) | 1 | -8 | -1 | 7 | 10 | -6 | 2 | -2 | 6 | 0
C/C(=N\NC(N)=O)c1ccc(-n2ccnc2)cc1 | 3 | -2 | 1 | -7 | 0 | 2 | -2 | -3 | 2 | 7
COc1ccc2oc(C(=O)N3CCN(S(=O)(=O)c4ccc(F)cc4)CC3)c(C)c2c1 | -2 | -16 | 1 | -9 | -8 | 3 | -3 | -5 | 0 | 5
O=C(c1ccccc1)c1ccc(Sc2ccc([N+](=O)[O-])cc2)cc1 | 3 | -1 | 1 | 2 | 4 | -2 | -8 | 7 | 0 | 0
COc1c(Cl)cnn(-c2ccc(Cl)c(Cl)c2)c1=O | -15 | 2 | 1 | -17 | 4 | 1 | 2 | -5 | 0 | -1
CC(=O)Nc1ccc(NC(=O)CSc2nnc(C)n2-c2ccccc2)cc1 | 1 | 5 | -6 | 5 | 3 | -1 | -4 | 10 | -2 | -1
COc1ccc(C(C)(C)C)cc1NC(=O)COC(=O)C1=NNC(=O)CC1 | -5 | -5 | 3 | -2 | -2 | 1 | 4 | 2 | 4 | 4
CCc1cccc(NS(=O)(=O)c2cccc3cccnc23)c1 | -4 | -13 | 4 | -9 | -2 | 4 | 5 | 1 | 0 | -3
O=S(=O)(Nc1ccc2c(c1)OCCO2)c1ccc(F)c(F)c1 | 4 | -8 | -6 | 1 | 0 | 1 | 3 | 0 | 0 | -1
c1ccc(Oc2cccc(OCCCn3cncn3)c2)cc1 | -2 | 1 | 4 | -1 | -7 | -9 | 2 | -7 | -5 | -1
CC1(C(=O)NS(=O)(=O)c2ccc(Cl)s2)CCN1C(=O)CCc1ccccc1 (stereo unspecified) | -1 | . | -1 | 2 | -2 | 11 | 6 | -14 | 0 | 0
Cc1nn(C)c(C(=O)N2CCc3ccccc32)c1Cl | 0 | -6 | 1 | -2 | -4 | 0 | 4 | 2 | 2 | 0
CSCCC(NC(=O)c1ccco1)C(=O)NCCc1ccc(Cl)cc1 (stereo unspecified) | -1 | -1 | 1 | 1 | 2 | 0 | 4 | 0 | -1 | 2
C=CCN(CC#Cc1ccccc1)Cc1ccc(OC)cc1 | -6 | . | 3 | -2 | 2 | 2 | . | -1 | 2 | 0
Cn1c(=O)c2c(-c3cccc(Br)c3)c(C#N)c(N)nc2n(C)c1=O | -5 | -4 | -1 | -17 | -4 | -1 | 3 | 2 | 15 | -2
O=C(CNC(=O)c1cccs1)N=Nc1c(O)[nH]c2ccc(Br)cc12 | 0 | -5 | -10 | -4 | -2 | 23 | 13 | 3 | -9 | -2
Cc1nnc(N2CCCCC2)c2ccccc12 | -5 | -1 | 2 | 0 | -3 | 0 | -5 | 3 | 0 | 0
CCOC(=O)C1CCCN(c2c(N3CCC(N4CCCCC4)CC3)c(=O)c2=O)C1 (stereo unspecified) | -3 | 5 | 4 | 3 | 6 | 1 | -8 | 2 | 3 | 1
O=C(Nc1sc2c(c1C(=O)O)CCCCC2)c1ccco1 | -5 | -6 | 1 | -2 | 15 | 11 | -5 | -2 | 1 | 3
Nc1ccccc1C(=O)NC1CCCNC1=O (stereo unspecified) | -2 | . | 3 | 4 | -2 | 1 | 3 | 3 | 0 | -5
CCc1nc(N2CCN(C(=O)CCl)CC2)c2c3c(sc2n1)CC(C)CC3 (stereo unspecified) | -4 | -12 | -2 | -36 | 5 | -4 | -4 | 2 | 3 | 4
O=C(NC(=S)Nc1nc2c(s1)CCCC2)c1ccccc1 | -5 | -1 | 1 | 7 | 3 | 5 | 6 | -1 | 0 | 0
CCc1ccccc1NC(=O)CNC(=O)c1ccc(-n2cncn2)c([N+](=O)[O-])c1 | 4 | -8 | -3 | 2 | 2 | 1 | 5 | -6 | -1 | -5
CCc1ccc(CN2CCCC(CNC(=O)c3cccc(OC)c3OC)C2)cc1 (stereo unspecified) | -23 | 1 | -1 | -27 | -2 | -7 | 7 | 4 | 0 | -4
Cc1ccc(NC2(C#N)C(=O)Nc3ccccc32)cc1 (stereo unspecified) | 2 | 0 | -11 | -2 | 5 | 3 | 4 | -3 | -4 | -2

Reprinted from the results shown, 13 compounds:
SMILES | NPR2 activator | HTRA1 inh | MBD2 DNA inh | NPR1 activator | mABHD4 FP | rCAG binder | TCR CD3 inh | SIAE inh | UHRF1 binding | PRMT1 FP inh
COC(=O)[C@]12C[C@H](CC(=O)NCC3CCCCC3)C(=O)N(Cc3ccc(Cl)cc3Cl)C1=C[C@H](COCc1ccccc1)O[C@@H]2C | 2 | . | -2 | 0 | -8 | 11 | . | 1 | 2 | 0
COc1ccc(-c2cc(C)no2)cc1S(=O)(=O)NCc1ccc(OC(C)C)cc1 | -2 | -6 | 1 | -3 | -3 | 1 | -3 | 0 | 3 | 1
CCC(=O)NCCn1ccc2ccccc21 | 0 | 6 | -8 | 5 | 0 | 0 | -5 | 2 | -2 | 2
COc1ccc(/C=C/S(=O)(=O)NCCc2ccccc2)c(CNC(=O)OC(C)(C)C)c1 | -2 | . | -8 | -6 | -17 | 2 | . | 12 | -3 | 0
C/C(=N\NC(=O)CSc1nc2ccccc2s1)c1cccnc1 | -1 | -18 | 0 | -7 | -10 | 3 | 7 | 0 | -1 | 0
CCNC(=O)NC(=O)COC(=O)c1cccc(S(=O)(=O)N2CC3(C)CC2CC(C)(C)C3)c1 (stereo unspecified) | 2 | -14 | -1 | -3 | -5 | -4 | -4 | -1 | 0 | -2
c1ccc(Cc2nc3ccccc3s2)cc1 | -7 | -10 | 1 | 0 | 8 | 6 | -8 | 7 | 1 | 18
CSc1nc(C)cc(OCNC(=O)c2cccs2)n1 | -6 | -3 | -3 | 0 | -1 | -3 | -3 | -2 | 2 | 0
CC(=O)Nc1ccc2c(COC(=O)[C@@H](NS(=O)(=O)c3ccc(C)cc3)C(C)C)cc(=O)oc2c1 | -1 | -8 | 3 | -9 | 0 | 8 | -8 | -5 | 3 | 5
Cc1ccc(CNC(=O)c2ccc(N3CCC4(CC3)CC(c3cccc(Br)c3)=NO4)c(NC(=O)c3ccco3)c2)cc1 | -4 | -65 | 0 | 4 | -11 | 11 | 0 | -25 | 1 | -3
CCCc1nnc(NC(=O)C(=O)NCCN(CC)CC)s1 | 6 | 0 | 1 | -4 | -2 | -1 | -3 | -1 | 0 | 3
C=CCc1cc(C)ccc1OCC(O)CN1CCN(c2ccccc2)CC1 (stereo unspecified) | 1 | -8 | -1 | 7 | 10 | -6 | 2 | -2 | 6 | 0
C/C(=N\NC(N)=O)c1ccc(-n2ccnc2)cc1 | 3 | -2 | 1 | -7 | 0 | 2 | -2 | -3 | 2 | 7

The list goes on:
SMILES | NPR2 activator | HTRA1 inh | MBD2 DNA inh | NPR1 activator | mABHD4 FP | rCAG binder | TCR CD3 inh | SIAE inh | UHRF1 binding | PRMT1 FP inh
CCc1nc2ccc(C(=O)NCCCn3ccnc3)cn2c1N(C)Cc1cc2ccccc2s1 | -7 | . | 1 | -8 | -1 | 2 | -2 | -1 | 2 | -4
O=[N+]([O-])c1ccc(S(=O)(=O)Nc2cccc(-c3ccc(N4CCOCC4)nn3)c2)cc1 | -3 | 1 | -3 | -4 | 5 | 11 | 2 | -1 | 1 | -1
COC(=O)C1CCCCN1C(=O)c1ccc2oc(Cc3ccccc3)nc2c1 (stereo unspecified) | 3 | -1 | 0 | 3 | -1 | -4 | -6 | -4 | 2 | 2
CC1CCCC(NC(=S)NC(=O)c2ccco2)C1C (stereo unspecified) | -1 | -10 | 0 | 1 | 2 | -1 | -3 | -1 | 0 | 3
Cc1ccc2nc(C(F)C(F)(F)F)[nH]c2c1 (stereo unspecified) | -2 | -3 | 3 | -4 | 5 | 1 | -3 | 4 | 3 | 1
Cn1c(=O)cc(OCC(=O)N2CCC(N3CCCCC3)CC2)c2ccccc21 | 3 | 5 | 2 | 3 | 2 | 2 | 4 | -4 | 1 | -5
OCCC1CN(Cc2ccc3nonc3c2)CCN1Cc1ccsc1 (stereo unspecified) | 0 | 4 | -4 | 2 | 2 | -3 | 3 | 14 | 0 | -14
Cc1ccc2sc(=O)[nH]c2c1 | 2 | -4 | -7 | 3 | -3 | 5 | 0 | 0 | 1 | 2
O=C(COC(=O)c1cc(=O)c2ccccc2o1)Nc1cc(Cl)ccc1Cl | -1 | 5 | -6 | -3 | 1 | 2 | -4 | -1 | -2 | 1
Cc1ccc(CN2CCC(Oc3cccc(C(=O)N(C)CCN(C)C)c3)CC2)cc1C | 2 | 5 | -2 | -1 | 3 | -11 | -4 | -2 | 7 | -3
O=C(Nc1sc2c(c1C(=O)O)CCCC2)c1cccc(Cl)c1 | -7 | -13 | 4 | -4 | 13 | 84* | 1 | -10 | -1 | -2

A portion of the library; the hit share may differ from the screen's.
